# MCL1 BIM primary – inhibitors of human MCL1 binding to BIM-BH3 peptide. Q07820. GST-MCL1 / FITC-Bim-BH3 fluorescence polarization. inhibition, % at 10.9 µM. 320,000 tested, 0.68% active;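 active = inhibition above the mean inhibition of all tested compounds plus 3 SD, set per campaign, cut at about 40% in these data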;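 note: 0% = DMSO wells and 100% = unlabeled Bim-BH3 peptide control; higher means more loss of mP so more displacement of Bim peptide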
# Target sequence (Q07820 whole entry, looked up): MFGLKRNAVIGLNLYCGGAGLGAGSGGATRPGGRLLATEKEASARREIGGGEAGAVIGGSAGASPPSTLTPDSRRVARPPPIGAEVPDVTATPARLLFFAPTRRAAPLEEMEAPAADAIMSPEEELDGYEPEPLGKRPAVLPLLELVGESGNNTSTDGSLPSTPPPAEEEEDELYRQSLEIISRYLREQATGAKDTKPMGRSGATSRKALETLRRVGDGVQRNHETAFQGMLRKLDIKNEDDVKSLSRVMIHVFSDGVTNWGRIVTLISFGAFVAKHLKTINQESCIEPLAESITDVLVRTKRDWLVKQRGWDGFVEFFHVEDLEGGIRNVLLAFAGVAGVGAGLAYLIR
# AGP1-GFP MLPCN – yeast TOR pathway AGP1-GFP modulation. S. cerevisiae AGP1-GFP multiplex flow cytometry, 3 h; GFP as percent of DMSO wells. GFP response vs DMSO, % at 10 µM. 320,000 tested, 0.02% active;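 active = GFP response relative to DMSO above a set limit, near screen average plus 3 SD, cut at about 150% in these data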;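 note: median GFP channel fluorescence of the gated AGP1 strain per well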
# MEX-5 binding – C. elegans MEX-5 TCR-2 RNA binding activity | Q9XUB2 | MEX-5/FITC-TCR2 RNA binding, fluorescence polarization; hits give low values | activity score (negative = inhibition of binding), % at 10 µM | 300,000 tested, 0.38% active | AID 1832;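 active = inhibition past about -25% in most replicates, and total fluorescence under double the plate's negative control median, limit read from the data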;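 note: 0% = DMSO and -100% = 5 µM competing unlabeled TCR2 RNA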
# Bcl-xL primary – blocks human Bcl-xL binding to Bim BH3 peptide | 320,000 tested, 0.7% active | Q07817 | inhibition, % at 10.9 µM | GST-Bcl-xL / FITC-Bim BH3 peptide fluorescence polarization | AID 2129;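 active = inhibition above the mean of all tested compounds plus 3 SD, cutoff set per campaign, cut at about 30% in these data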;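 note: 0% = DMSO wells and 100% = unlabeled Bim-BH3 peptide competitor; inhibitors lower millipolarization by displacing the labeled peptide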
# Target sequence (Q07817 whole entry, looked up): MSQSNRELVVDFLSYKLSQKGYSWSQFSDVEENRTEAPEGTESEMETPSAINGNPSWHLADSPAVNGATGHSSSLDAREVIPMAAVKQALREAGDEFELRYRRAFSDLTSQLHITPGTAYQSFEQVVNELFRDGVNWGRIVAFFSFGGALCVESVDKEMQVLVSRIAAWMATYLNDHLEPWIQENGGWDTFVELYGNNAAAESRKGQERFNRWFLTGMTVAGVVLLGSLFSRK
# VLA-4 inh – inhibition in a human VLA-4 binding assay; P13612; VLA-4 expressing cells, ligand binding flow cytometry; inhibition, % (about 7 µM as worked out from the volumes in the protocol); 330,000 tested, 0.2% active; in the data active = inhibition above about 50%
# Fam108B inh – blocks mouse Fam108B hydrolase in RBBP9 counter-screen | AID 1947 | recombinant Fam108B, FP-Rh probe fluorescence polarization | 300,000 tested, 0.33% active | inhibition, % at 9.51 µM;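 active = inhibition above the screen mean inhibition plus 3 SD, computed separately per campaign, cut at about 18% in these data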;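 note: inhibitors lower polarization as less probe binds the enzyme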
# GRK2 inh – human GRK2 inhibition via aptamer displacement; P25098; bead flow cytometry, FAM-aptamer displacement from GRK2; inhibition of aptamer binding, % at 10 µM; 330,000 tested, 0.59% active;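 active = inhibition of aptamer binding above 40%, roughly 3 SD of noise, on plates passing a quality check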;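 note: median bead fluorescence of bound FAM aptamer so fluorescent compounds give negative values; no value below 0 was filed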
# CIT2 TOR yeast – modulators of TOR pathway CIT2-GFP in S. cerevisiae; S. cerevisiae CIT2-GFP strain, flow cytometry, 3 h; 100 means same as DMSO wells; GFP response vs DMSO, % at 10 µM; 320,000 tested, 0.065% active; AID 2029;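 active = GFP response relative to DMSO above a set limit, near the screen mean plus 3 SD, cut at about 150% in these data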;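 note: ratio of well median GFP fluorescence to mean of DMSO wells on the plate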
# GLD-1 TGE inh – GLD-1-TGE RNA interaction inhibition (C. elegans) | purified GLD-1 + fluorescein TGE RNA, fluorescence polarization | inhibition, % at 5.96 µM | 320,000 tested, 0.44% active;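 active = percent inhibition above a per-plate cutoff, the plate mean of test compounds plus 3 SD, cut at about 30% in these data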;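 note: 0% = DMSO wells with GLD-1 and probe and 100% = wells lacking GLD-1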
# Target sequence (Q17339 whole entry, looked up): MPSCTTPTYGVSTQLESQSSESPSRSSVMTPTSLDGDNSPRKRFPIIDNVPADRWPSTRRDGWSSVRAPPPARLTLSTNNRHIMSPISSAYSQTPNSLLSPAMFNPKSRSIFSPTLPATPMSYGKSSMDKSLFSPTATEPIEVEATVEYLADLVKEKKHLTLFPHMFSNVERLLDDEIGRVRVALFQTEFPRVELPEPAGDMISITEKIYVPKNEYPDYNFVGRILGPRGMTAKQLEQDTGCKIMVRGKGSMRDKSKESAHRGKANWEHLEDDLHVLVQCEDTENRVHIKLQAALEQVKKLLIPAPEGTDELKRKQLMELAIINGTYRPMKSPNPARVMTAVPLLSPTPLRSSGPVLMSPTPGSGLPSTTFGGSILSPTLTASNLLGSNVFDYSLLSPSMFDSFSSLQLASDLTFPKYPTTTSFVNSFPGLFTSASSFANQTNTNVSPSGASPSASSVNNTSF
# * hit, by the source's call; nt = not tested or not shown.
SMILES,MCL1 BIM primary,AGP1-GFP MLPCN,MEX-5 binding,Bcl-xL primary,VLA-4 inh,Fam108B inh,GRK2 inh,CIT2 TOR yeast,GLD-1 TGE inh
COc1ccccc1C(=O)Nc1ccc(OCC(=O)N2CCCCC2)cc1,5,92,nt,5,-8,nt,7,88,2
COc1ccc(CN2CCNC(=O)C2CC(=O)NC2CCC2)c(OC)c1 (centres undefined),nt,99,-1.0,nt,24,nt,3,96,nt
Cc1cccc(-n2ncc3c(N)ncnc32)c1,0,99,-2.0,1,-7,1,1,96,-1
CCOc1ccc(CCNC(=O)CCc2nc(-c3ccc(OC)cc3)no2)cc1OCC,11,103,0.0,7,-2,-3,3,107,1
Cc1cccc(Nc2nccc(N(C)C)c2C#N)c1,6,100,1.1,2,6,1,1,103,17
O=C(c1sc2ccccc2c1Cl)N(Cc1ccccc1Cl)C1CCS(=O)(=O)C1 (centres undefined),10,105,0.8,2,2,3,0,109,6
COc1ccc(-c2cc(C(=O)OCC(=O)N3CCOCC3)c3ccccc3n2)cc1,nt,98,nt,nt,-8,nt,1,98,-3
CC(=O)Nc1ccc(S(=O)(=O)Nc2ccc(N3CCCCC3)cc2)cc1,nt,102,nt,nt,-24,nt,0,108,-4
Cc1ccccc1S(=O)(=O)Cc1ccc(C(=O)NCCc2ccccc2)o1,3,97,-2.9,0,8,0,0,97,0
CC(C)(C)c1cc(-c2nc(N)nc(N)n2)c(O)c(C(C)(C)C)c1,0,95,nt,2,-5,8,0,94,3
COc1cc(C(=O)OC2CC3CCC2(C)C3(C)C)ccc1OC(C)=O (centres undefined),-1,95,-0.6,-3,24,-1,0,92,1
COc1ccc(/C=N/N=C2/NC(=O)C(CC(=O)NC(N)=O)S2)cc1 (centres undefined),4,96,3.6,3,8,-7,3,96,1
Cc1ccc(NC(=O)C2CCCN(c3ncnc4c3nc3n4CCCCC3)C2)cc1Cl (centres undefined),0,88,1.8,-1,-10,-12,3,85,3
CC(C)N1CC(C(=O)Nc2ccc(Cl)c([N+](=O)[O-])c2)CC1=O (centres undefined),4,89,-1.3,2,8,2,0,102,2
Cc1ccc(NC(=O)CO/N=C/c2ccc(N(C)C)cc2)cc1,-136,99,0.3,-73,-62,-7,0,96,-63
CCOC(=O)c1sc2ncnc(N3CCN(CC)CC3)c2c1C,3,104,-3.2,2,7,-3,0,101,9
CCNc1nc(NCC)nc(SCCOC(=O)Nc2ccc(Cl)cc2Cl)n1,5,93,-2.7,3,5,-10,0,93,2
Cc1c(Cl)cccc1NS(=O)(=O)c1ccc(-c2ccc(=O)[nH]n2)o1,6,104,1.0,6,19,0,0,103,-4
Cc1ccc(S(=O)(=O)CCC(=O)OCc2cc(C)ccc2C)cc1,2,106,-0.4,2,8,-5,4,93,7
O=C(COc1cccc2ccccc12)NNC(=O)C1CCCO1 (centres undefined),-3,96,0.1,-4,7,-2,0,102,1
CCc1ccc(/C=C2\C(=N)N3N=C(CC(=O)N4CCCCC4)SC3=NC2=O)cc1,6,108,-1.9,11,-4,10,1,116,3
Cc1nn(CC(=O)OC(C)C(=O)Nc2ccccc2[N+](=O)[O-])c(C)c1[N+](=O)[O-] (centres undefined),12,104,-0.9,5,-1,1,0,109,0
O=C(NCCNC(=O)C(F)(F)F)c1ccncc1,4,108,2.7,3,-4,4,1,102,4
CCc1nnc(NC(=O)c2ccc(-c3ccc(F)cc3)o2)s1,-1,101,0.4,-2,12,-3,0,108,1
Cc1ccc(S(=O)(=O)N2CCC(=O)N(CCOC(=O)Nc3cccc(Cl)c3)CC2)cc1,-6,90,1.6,1,-4,-3,0,99,-1
CCC(C)(C(=O)Nc1ccc2c(c1)OCCO2)N(C(C)=O)c1ccc(C(N)=O)cc1 (centres undefined),2,105,1.8,3,-31,0,0,109,0
CC(=O)Nc1ccc2c(c1)C(C)(C)C(C)N2C (centres undefined),9,115,-2.8,5,-15,-67,2,106,6
OC(CNc1ccccc1)COc1ccc(OCC(O)CNc2ccccc2)cc1 (centres undefined),4,98,1.3,4,-8,10,0,117,1
COC(=O)c1sc(NC(=O)C2CCCO2)c(C(=O)OC)c1C (centres undefined),7,94,-1.6,4,1,-3,5,91,6
Cc1ccccc1Cn1nc(C)c(NC(=O)/C=C/c2cnn(C)c2)c1C,-10,nt,1.0,-7,19,-3,1,nt,-1
CCOC(=O)N1CCN(c2c(NCCN3CCN(c4ccccc4F)CC3)c(=O)c2=O)CC1,-1,95,0.3,-1,4,-7,1,90,-3
Cc1ccc(S(=O)(=O)N2CCOCC2)cc1NC(=O)CSc1nc(N)cc(=O)[nH]1,3,92,nt,-2,1,-4,0,96,-9
CC(=O)c1c(C)[nH]c(C(=O)Nc2ccc(C)cc2Br)c1C,0,84,-1.3,3,0,-1,0,86,2
Cc1ccc(Nc2c(N)c(=O)oc3ccccc23)cc1,2,98,2.3,1,-10,-1,1,78,4
COc1cccc(-c2nn[nH]n2)c1O,3,94,-8.1,7,11,2,3,90,5
CCOC(=O)C1CN(S(=O)(=O)c2ccc(OC)cc2)c2ccccc2O1 (centres undefined),6,97,-0.2,0,12,-4,2,108,-5
COc1cc(CC(=O)Oc2ccc3c(c2)OCO3)cc(OC)c1OC,-9,92,-0.5,-7,8,1,0,88,10
COC(C[C@@H]1O[C@H]1[C@H](O)[C@@H](C)OCc1ccccc1)OC,12,95,-0.7,15,28,-2,0,109,2
COc1ccc(Oc2nc3ccccc3nc2C(F)(F)F)cc1,-3,97,-0.9,-6,7,2,0,100,2
O=C(Nc1cc2c(cc1Br)OCCCO2)c1cccnc1,6,97,-0.7,4,10,1,0,93,6
O=C(Nc1cccc(S(=O)(=O)N2CCOCC2)c1)c1cc([N+](=O)[O-])ccc1N1CCOCC1,-16,108,-1.9,-6,20,-1,0,105,8
CC(=O)c1c(C(=O)O)c2ccccc2[nH]c1=O,5,101,nt,6,2,-1,3,100,-1
CCn1c(SCC(=O)NC2CCCCC2)nnc1C(CO)NC(=O)c1ccccc1 (centres undefined),4,109,-2.7,7,8,3,1,105,1
Cc1ccc(-n2ncc3c(NCc4cccnc4)ncnc32)c(C)c1,3,93,-2.3,3,3,1,0,102,6
CCn1cc(Cl)c(C(=O)Nc2nc3ccccc3n2CCN2CCCCC2)n1,-7,103,3.9,-7,-16,-2,8,99,-2

# 5 entries from above, with values under each structure.
# The line under a structure holds: MCL1 BIM primary	AGP1-GFP MLPCN	MEX-5 binding	Bcl-xL primary	VLA-4 inh	Fam108B inh	GRK2 inh	CIT2 TOR yeast	GLD-1 TGE inh
> Cc1ccc(S(=O)(=O)N2CCOCC2)cc1NC(=O)CSc1nc(N)cc(=O)[nH]1
 : 3	92	nt	-2	1	-4	0	96	-9
> CC(=O)c1c(C)[nH]c(C(=O)Nc2ccc(C)cc2Br)c1C
 : 0	84	-1.3	3	0	-1	0	86	2
> Cc1ccc(Nc2c(N)c(=O)oc3ccccc23)cc1
 : 2	98	2.3	1	-10	-1	1	78	4
> COc1cccc(-c2nn[nH]n2)c1O
 : 3	94	-8.1	7	11	2	3	90	5
> CCOC(=O)C1CN(S(=O)(=O)c2ccc(OC)cc2)c2ccccc2O1 (centres undefined)
 : 6	97	-0.2	0	12	-4	2	108	-5

# Carrying on.
SMILES,MCL1 BIM primary,AGP1-GFP MLPCN,MEX-5 binding,Bcl-xL primary,VLA-4 inh,Fam108B inh,GRK2 inh,CIT2 TOR yeast,GLD-1 TGE inh
CC(NC(=O)C(C)N1CCN(Cc2ccccc2)CC1)c1ccc(F)cc1 (centres undefined),-2,91,1.5,0,0,-2,0,86,-5
O=C(CSc1nc2cc(Cl)ccc2o1)NC1CC1,nt,111,nt,nt,-4,nt,1,102,0
Cc1ccc(S(=O)(=O)Oc2ccccc2/C=C2/SC(=O)NC2=O)cc1,7,104,-0.9,2,4,-1,2,108,3
O=C/C(=C\Nc1ccc(Br)cc1)c1nc2ccccc2o1,3,91,0.1,6,-10,-3,0,107,-4
CCOC(=O)Nc1ccc2nc(N3CCCCCC3)sc2c1,5,96,2.2,5,-66,1,0,96,3
Cc1nc(C(=O)Nc2cc(Cl)ccc2Cl)nn1-c1cc(OC(C)C)c(Cl)cc1Cl,-1,106,-0.4,1,-5,1,3,108,-3
Cc1ccc(C2C(C=Nc3c(C)n(C)n(-c4ccccc4)c3=O)=C(c3ccccc3)Oc3ccccc32)cc1 (centres undefined),6,99,-0.6,5,4,-2,0,95,-1
C/C(CC(=O)NCc1ccco1)=N\NC(=O)COc1ccc(Cl)cc1Cl,-3,103,-4.6,-5,8,-3,3,94,9
Cc1nc(Nc2ccc(C(=O)O)cc2)sc1-c1ccccc1,8,102,-0.1,5,-2,7,4,107,4
CC1(C)CC(N2CN(C3CCCCC3)CC2=O)CC(C)(C)N1,4,87,-0.9,6,-5,-7,1,88,-7
CCCCN(C(=O)C(C)N1C(=O)c2ccccc2C1=O)c1c(N)n(CC(C)C)c(=O)[nH]c1=O (centres undefined),-8,91,nt,-5,-7,nt,0,85,4
COc1ccc(N2CC(C(=O)OCC(=O)Nc3cccc(C)c3C)CC2=O)cc1 (centres undefined),1,99,-3.2,-1,2,0,1,101,6
CCn1c(SCC(=O)Nc2nonc2C)nnc1-c1ccoc1C,-3,98,0.7,-1,6,1,4,101,3
CC(=Nc1ccccc1)c1sc2ccccc2c1O,-15,90,-2.8,-12,-20,-1,3,89,-93
CCS(=O)(=O)Nc1cccc(C2=NN(S(=O)(=O)CC)C(c3ccccc3)C2)c1 (centres undefined),6,99,-2.7,8,-8,0,1,108,-10
COc1ccccc1CCC(=O)N(Cc1ccccc1)c1c(N)n(Cc2ccccc2)c(=O)[nH]c1=O,0,96,4.2,-3,-1,-4,0,102,-3
CCN(CC)S(=O)(=O)c1ccc2oc(SCC(=O)NC3CC3)nc2c1,5,104,2.3,0,-5,1,13,117,-1
CCN(CC)C(=O)CNC(=O)c1nn(-c2ccc(OC)c(Cl)c2)c(=O)c2ccccc12,-6,100,3.0,14,14,-3,1,104,3
CCCn1c(NC(=O)CCS(=O)(=O)c2ccc(C)cc2)nc2ccccc21,12,106,-0.1,26,-56,-2,0,90,-9
CC(C)C(NC(=O)c1ccccc1NC(=O)c1ccco1)C(=O)NNC(=O)c1ccncc1 (centres undefined),-6,110,-0.4,3,5,0,0,102,-3
Nc1nc(N)c(C=Nc2ccc(Br)cc2)c(Nc2ccc(Br)cc2)n1,3,98,-2.1,1,11,16,0,95,1
O=C(NC1CCCC1)c1ccc(CS(=O)Cc2ccc(Cl)cc2)o1 (centres undefined),3,102,3.9,4,4,2,0,103,9
O=C(O)c1ccccc1C(=O)Nc1nc(-c2ccccc2)cs1,1,103,-4.5,0,8,4,2,105,0
CCOc1ccccc1OCCCC(=O)OCC(=O)Nc1cccc(Cl)c1,-1,106,0.8,1,6,0,81*,101,1
COc1cc(/C=N/O)ccc1OCc1ccccc1Cl,-6,91,1.7,3,-2,-1,0,79,0
O=C(COC(=O)C1CCN(S(=O)(=O)c2ccc3c(c2)OCCO3)CC1)Nc1ccccc1OC(F)F,0,102,-1.8,2,-8,-3,0,96,3
O=C(Cc1ccc(S(=O)(=O)N2CCOCC2)s1)NCCOc1ccccc1,-11,107,-0.8,0,7,6,0,93,-1
CCC(=O)N1CCN(c2ccc(NC(=O)COc3cccc(C)c3C)cc2)CC1,-3,95,0.9,0,-3,6,0,89,-5
Cc1ccc(CN(C)C(=O)c2ccccc2NC(=O)c2ccccc2)o1,2,95,nt,4,-5,nt,2,94,3
C[C@@H](C(=O)Nc1ccc(OC(F)F)c(Cl)c1)N1C(=O)C2CC=CCC2C1=O (some centres undefined),nt,103,nt,nt,13,nt,4,92,3

# Screening results from PubChem.
